PKA-R2B activ: activators of human PKA-R2B complex | PKA-R2B holoenzyme dissociation, Cy5-IP20 fluorescence polarization; R2B truncated from residue 108, S112A mutant; 0% DMSO only, 100% 113 µM cGMP | activation, % at 11.4 µM | P22694+P31323 | 340,000 tested, 0.079% active;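 active means activation above a cutoff set at the mean over all compounds plus 3 SD, cut at about 18% in these data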;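 further: higher means more holoenzyme dissociation and a rise in polarization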
Target sequence (P31323 whole entry, looked up, other chains not shown, the tested form may be a part): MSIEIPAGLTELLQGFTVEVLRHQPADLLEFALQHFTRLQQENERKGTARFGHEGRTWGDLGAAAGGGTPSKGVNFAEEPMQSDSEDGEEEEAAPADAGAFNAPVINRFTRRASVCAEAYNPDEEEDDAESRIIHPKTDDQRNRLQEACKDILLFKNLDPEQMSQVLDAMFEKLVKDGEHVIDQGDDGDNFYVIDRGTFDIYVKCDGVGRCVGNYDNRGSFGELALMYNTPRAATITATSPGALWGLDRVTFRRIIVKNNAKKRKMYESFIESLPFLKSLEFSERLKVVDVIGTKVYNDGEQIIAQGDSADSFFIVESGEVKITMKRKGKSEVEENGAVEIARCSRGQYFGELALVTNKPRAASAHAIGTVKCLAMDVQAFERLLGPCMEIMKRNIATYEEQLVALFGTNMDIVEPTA
HTR5A inv ctr: HTR5A inverse agonism, opioid heterodimer counter-screen; P47898; HTR5A cell line, luminescence; inhibition, % at 9.3 µM; 340,000 tested, 0.083% active; in the data active means inhibition mostly above about 23%, no sharp cut-off; inactive means mostly below about 18%;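 further: 0% = cells with DMSO and 100% = no-cell wells with DMSO; some compounds called inactive have numbers as strong as hits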
AddAB inh: less growth of phage-infected E. coli with AddAB; E. coli expressing H. pylori AddAB, absorbance growth; inhibition, % at 11.9 µM; 330,000 tested, 0.29% active; AID 435030; in the data active means inhibition above about 12%;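 further: 0% = vehicle wells of infected cells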
Mot1-301 SUMO: blocks SUMOylation pathway, rescuing yeast Mot1-301 growth | 320,000 tested, 1% active | S. cerevisiae Mot1-301 growth rescue, ATP luminescence, 38.5C; percent above DMSO median, 100 means doubled | growth rescue, % at 18.8 µM;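 active means every valid replicate shows activation above 250% relative to neutral control wells; inactive means the rest, any valid replicate at or below 250%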;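 further: OY570 slx delta 5 strain wells were the positive control but not used for scaling; some compounds called inactive have numbers as strong as hits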
Tat transport: E. coli Tat transport inhibition. E. coli MC4100 TorA-mCherry Tat export, fluorescence. inhibition, % at 10 µM. 340,000 tested, 0.036% active. AID 488895;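 active means mean replicate inhibition at least 50% and at least half of replicates individually reaching 50%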;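 further: exported cargo escapes ClpAP degradation while cytoplasmic cargo is degraded and loses fluorescence; 0% = median of neutral control wells and 100% = median of NaSCN control wells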
PKA-R1A act: activators of PKA-R1A complex. P00514+P68181. PKA-R1A dissociation, Cy5-IP20 fluorescence polarization; scaled: DMSO 0%, 113 µM cGMP 100%. activation, % at 11.4 µM. 340,000 tested, 0.083% active. AID 504707;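 active means percent activation above the mean of all tested compounds plus 3 SD, cut at about 19% in these data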;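 further: higher means more PKAc released from R1A so a rise in polarization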
Ecoli viability: reduces bacterial viability in AddAB counter-screen | E. coli V3065 growth, OD600 absorbance, 18 h | 330,000 tested, 0.27% active | inhibition, % at 11.9 µM;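 active means inhibition above the campaign's mean inhibition across all tested compounds plus 3 SD, cut at about 9.9% in these data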;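 further: uninfected addAB+ strain grown without phage in ampicillin broth; 0% = DMSO wells and 100% = ciprofloxacin 0.95 µg/ml wells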
CDK5 inh: CDK5/p35 (human) kinase inhibition; inhibition, % at 10 µM; AID 488839; Q00535+Q15078; 330,000 tested, 0.01% active; Recombinant CDK5/p35, ADP-Glo luminescence, 60 min;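 active means highest replicate inhibition of at least 50% and at least 75% of replicates reaching 50%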;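 further: plate controls were DMSO neutral control for no effect and GW8510 at 10 µM for full effect; many of its hits are not listed in these tables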
Target sequence (Q00535 whole entry, looked up): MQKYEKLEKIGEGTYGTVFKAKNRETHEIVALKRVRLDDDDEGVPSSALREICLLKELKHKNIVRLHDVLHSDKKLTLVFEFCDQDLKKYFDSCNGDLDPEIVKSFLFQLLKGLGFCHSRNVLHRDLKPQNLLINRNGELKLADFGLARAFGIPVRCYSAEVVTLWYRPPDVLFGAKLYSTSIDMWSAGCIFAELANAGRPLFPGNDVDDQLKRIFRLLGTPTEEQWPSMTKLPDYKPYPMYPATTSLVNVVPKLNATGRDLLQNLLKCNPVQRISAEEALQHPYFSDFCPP
Target sequence (Q15078 whole entry, looked up): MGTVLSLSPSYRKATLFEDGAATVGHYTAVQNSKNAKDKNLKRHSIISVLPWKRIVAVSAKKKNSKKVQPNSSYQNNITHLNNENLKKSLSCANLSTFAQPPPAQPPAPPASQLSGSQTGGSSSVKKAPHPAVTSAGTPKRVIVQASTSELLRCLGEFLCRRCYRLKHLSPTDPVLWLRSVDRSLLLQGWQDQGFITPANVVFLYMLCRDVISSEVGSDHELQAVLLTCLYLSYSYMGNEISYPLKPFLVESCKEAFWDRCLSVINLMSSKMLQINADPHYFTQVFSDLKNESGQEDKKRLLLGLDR
HTR5A ag: counter-screen for OPRM1-OPRD1 agonists: human HTR5A agonism | P47898 | HTR5A agonist assay, luminescence, cell-based | activation, % at 9.3 µM | 340,000 tested, 0.61% active | AID 504692; in the data active means activation mostly above about 9.5%, no sharp cut-off; inactive means mostly below about 7.6%;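 further: 0% = cells with vehicle only and 100% = reference agonist; strong numbers were not always called active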
phage Ecoli inh: E. coli growth loss with phage present; growth absorbance; inhibition, % at 11.9 µM; 360,000 tested, 0.26% active; AID 651602; in the data active means inhibition above about 11%
DAGLB inhibitor: diacylglycerol lipase beta (human) inhibition | inhibition, % at 5.17 µM | Q8NCG7 | 340,000 tested, 0.059% active | HEK293T DAGLB membrane lysate, EnzChek fluorogenic substrate; in the data active means inhibition above about 34%;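 further: 0% = enzyme with vehicle and 100% = wells lacking enzyme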
Numbers without * were called inactive; / = not tested or not shown.

SMILES | PKA-R2B activ | HTR5A inv ctr | AddAB inh | Mot1-301 SUMO | Tat transport | PKA-R1A act | Ecoli viability | CDK5 inh | HTR5A ag | phage Ecoli inh | DAGLB inhibitor
Cc1ccc(C2=NC(C)(C)N=C2SCC(=O)Nc2ccc(Cl)cc2)cc1 | -1 | -13 | 2.2 | -26 | 5 | -9 | -1.3 | -1.4 | 5 | 2.4 | -14
COc1ccc(N2CCN(C(=O)CSc3nnc(C)c(=O)[nH]3)CC2)cc1 | 3 | -3 | 0.9 | -2 | 12 | -22 | 1.7 | 16 | 1 | 0.8 | 4
Cc1ccc(S(=O)(=O)NCCC(=O)NCC(c2cccs2)N(C)C)cc1C (stereo unspecified) | 2 | 2 | 0.3 | 2 | 0 | -5 | -1.6 | -0.3 | 4 | 3.2 | 0
COc1cc(OC)c(NS(=O)(=O)c2ccc3c(c2)NC(=O)CO3)cc1Cl | -3 | 3 | 1.0 | 3 | 0 | 0 | -1.3 | 0.1 | 5 | 2.7 | 1
CC(C)CCCN1CCN=C1Nc1ccccc1 | 9 | 10 | 3.7 | 596* | -6 | -1 | 2.6 | 0.4 | 2 | 3.3 | -1
Cc1ccc(NC(=O)CN2C(=O)N/C(=C/c3ccc(C)o3)C2=O)cc1 | -9 | 23 | -1.2 | 20 | -12 | -16 | 1.6 | 1.8 | -9 | 1.3 | 6
O=C(CCS(=O)(=O)c1ccccc1)Nc1cccc(-c2nc3ccccc3s2)c1 | -2 | -2 | 1.6 | 1 | 10 | -1 | 0.8 | 1.0 | 1 | 4.3 | -3
CCn1ncc(/C=N\NC(=O)Cc2ccc([N+](=O)[O-])cc2)c1C | -9 | 23 | 1.7 | 2 | 7 | 8 | 0.8 | -0.4 | 2 | 3.1 | 0
O=C(N/N=C/c1cccc(F)c1)c1c(O)c2c([nH]c1=O)CCCC2 | -5 | 1 | 1.4 | -2 | 0 | 18 | -1.0 | -0.4 | 1 | 2.7 | -1
CC(C)NC(=O)CCc1nc2cccnc2n1-c1ccccc1 | -6 | 5 | -0.2 | -13 | -1 | 1 | -0.7 | 0.7 | -1 | 0.7 | 0
Oc1c(Br)cc(Br)cc1CNc1cnc2ccccc2c1 | 11 | 7 | 2.7 | -6 | -2 | -1 | 0.1 | 0.9 | -2 | 2.6 | 5
COc1cccc(CNc2ccc3[nH]c(=O)[nH]c3c2)c1OCc1ccc(F)cc1 | 13 | 8 | / | -1 | -1 | -5 | / | -0.3 | -2 | 0.9 | 1
O=C(CSc1nnc(Cc2csc(Nc3cccc(Cl)c3)n2)o1)N1CCc2ccccc21 | 1 | 4 | -1.3 | -13 | 2 | -3 | -0.3 | -2.8 | 3 | 0.6 | 3
CCOC(=O)c1c(CN2CCN(C)CC2)oc2ccc(O)cc12 | -6 | 9 | 1.0 | 330 | -6 | -6 | -1.2 | 3.5 | 0 | 0.9 | 1
COc1ccc(-c2ccnc3cc(C(=O)O)nn23)cc1 | -1 | 1 | 0.0 | -6 | 1 | 5 | 0.0 | -1.1 | 0 | 3.4 | 2
O=C(NCc1ccco1)c1ccc2c(c1)OCCO2 | -1 | 1 | 3.5 | -10 | 16 | 7 | -1.4 | -1.5 | 0 | 0.8 | -2
COc1ccccc1CCNC(=O)c1ccc(Br)s1 | 2 | 23 | 1.5 | 1 | -5 | -2 | -0.4 | -1.3 | -9 | 1.7 | -4
Cc1ccc(C)c(OCc2cc(C(=O)NC3CCN(Cc4ccccc4)CC3)no2)c1 | -5 | 10 | 2.9 | 21 | 3 | -2 | -1.8 | / | 2 | 1.9 | -3
Cc1c(NC(=O)c2cc3nc(-c4ccccc4)cc(C)n3n2)c(=O)n(-c2ccccc2)n1C | 3 | 9 | 0.6 | 15 | -1 | 4 | -4.1 | 1.8 | 0 | -0.7 | -2
O=C(NCCc1ccccc1)c1cnc2ccccc2n1 | 2 | 7 | -0.3 | 15 | 9 | -4 | -1.7 | 0.0 | -2 | 2.7 | -7
Brc1ccccc1OCCNCc1ccccc1 | 0 | 8 | 4.2 | -8 | -2 | -8 | 1.0 | 0.1 | -3 | 4.2 | -1
CCOC(=O)c1[nH]c2ccccc2c1NC(=O)c1ccc(S(=O)(=O)N(C)C)cc1 | -3 | -19 | -0.2 | -7 | -2 | -1 | -0.7 | 0.5 | 7 | 2.8 | 0
O=C(NNc1ccc(Cl)cc1)C1CCC1 | -11 | -48 | 2.1 | 225 | -6 | -4 | 1.9 | 1.0 | -5 | 2.1 | -2
COc1ccccc1NC(=O)NCCN1C(=O)C2C3C=CC(C3)C2C1=O (stereo unspecified) | -10 | 2 | 4.1 | 14 | -4 | -1 | 0.9 | 0.6 | -1 | 2.1 | 2
O=C1C2CC=CCC2C(=O)N1c1ccc(NCCc2ccccc2)c([N+](=O)[O-])c1 (stereo unspecified) | -1 | -5 | 2.9 | 2 | 7 | 1 | -0.7 | -2.9 | 0 | 0.6 | -3
SMILES | PKA-R2B activ | HTR5A inv ctr | AddAB inh | Mot1-301 SUMO | Tat transport | PKA-R1A act | Ecoli viability | CDK5 inh | HTR5A ag | phage Ecoli inh | DAGLB inhibitor
O=C(COC(=O)CC1CCCC1)Nc1ccc(Br)cc1F | -3 | -5 | -2.3 | 10 | 1 | -9 | 0.2 | 2.0 | 1 | 3.0 | -6
O=c1c(-c2ccc(Cl)cc2)cnc2n1CCS2 | -1 | 1 | 3.3 | 0 | 2 | -9 | -0.4 | -1.8 | -1 | 0.3 | -2
COC(=O)CCC(=O)NNC(=O)c1cccc(Cl)c1 | -8 | 0 | 3.0 | -6 | 4 | 3 | 0.5 | 1.2 | -1 | 1.3 | 2
CC(NCC(O)COc1ccccc1)C1COc2ccccc2O1 (stereo unspecified) | 0 | -43 | -1.2 | -9 | 14 | -6 | 0.7 | -0.6 | 12* | 2.8 | 0
CCCCCOc1ccc(OC(=O)c2ccncc2)cc1 | -3 | 8 | 1.0 | 154 | 3 | -2 | -0.8 | -0.1 | -1 | 2.3 | -6
Cc1ccc(NC(=O)c2ccc(OCc3c(C)noc3C)cc2)nc1 | 7 | -17 | 3.4 | -11 | -1 | -1 | 1.8 | 0.7 | 7 | 5.5 | -3
O=C(O)CN1C(=O)CC(c2ccccc2)CC1=O | -7 | -22 | 5.5 | 360 | -2 | 8 | 1.7 | -2.1 | 5 | 2.7 | 2
COc1ccc(C(=O)C2CCCN(C(=O)c3cc(C4CC4)[nH]n3)C2)c(C)c1 (stereo unspecified) | 6 | 6 | 1.4 | -3 | 3 | -5 | -0.6 | 0.4 | -1 | -0.9 | 0
CCOc1ccc(C(=O)NCCCN2CCCC2=O)cc1 | -3 | 17 | 0.3 | -18 | -10 | 1 | 0.9 | -2.3 | -1 | 1.6 | -2
Cc1ccc(NC(=O)CN(C)C(=O)COc2ccc(C(=O)c3ccc(F)cc3)cc2)cc1 | -3 | -3 | 3.7 | 1 | -5 | -1 | -1.0 | -7.1 | 1 | 2.8 | -1
CN(Cc1nc2ccccc2n1C)c1ccccc1 | 4 | -5 | 1.6 | 6 | -1 | -1 | 0.8 | 2.1 | 1 | 2.8 | 0
COc1cccc(N2CCN(Cc3ncc(-c4ccccc4)o3)CC2)c1 | 2 | -10 | 1.6 | -11 | 0 | 9 | -0.8 | 1.6 | 3 | 0.5 | -3
COC(=O)c1sc2nc3c(cc2c1N)COC(C)(C)C3 | -5 | -5 | -0.5 | -10 | -8 | -10 | -0.7 | 0.6 | 2 | 1.2 | 0
COc1ccc(NC(=O)c2ccsc2NC(C)=O)cc1 | 7 | 2 | 0.2 | 5 | 2 | -5 | -3.1 | 1.7 | -1 | 1.8 | 2
CN(Cc1ccc(-n2cccn2)cc1)Cc1cn(C)nc1-c1ccccc1F | 1 | 10 | 0.5 | / | -8 | -1 | 1.4 | -2.4 | 0 | 4.3 | -6
COc1cc(NC(=O)CSc2nc(C)cc(C)n2)cc(OC)c1OC | -2 | -22 | 2.7 | -1 | -9 | -4 | -0.1 | -1.0 | -5 | 1.4 | 3
COc1ccccc1NC(=O)C1CC(=O)N(c2ccc(F)cc2)C1 (stereo unspecified) | -12 | -12 | 1.6 | 1 | 1 | -5 | 1.7 | -1.6 | 0 | 2.7 | 1
Cc1ccc(NCc2ccco2)cc1C | -6 | -6 | 1.2 | -2 | 0 | 4 | -1.4 | 2.3 | -1 | 0.5 | -1
O=C(NCC(c1ccco1)N1CCN(c2ccccc2)CC1)c1ccco1 (stereo unspecified) | 3 | -10 | 2.6 | -28 | -6 | -2 | 1.3 | -0.3 | -8 | / | 3
CCS(=O)(=O)N1CCC(C(=O)NCCN2CCOCC2)CC1 | -9 | 6 | -1.7 | / | 4 | -4 | 0.3 | -1.2 | -2 | 2.0 | -1
O=C1CN(C(=O)c2ccccc2F)C(c2ccccc2)c2cc(F)ccc2N1 (stereo unspecified) | 1 | -2 | -1.6 | 22 | 15 | -5 | 0.7 | -0.9 | 1 | 2.8 | 0
O=S(=O)(NCCc1ccncc1)c1ccc(S(=O)(=O)N2CCCCCC2)cc1 | -8 | 14 | -0.1 | 0 | 9 | -7 | 0.8 | -1.4 | 0 | 2.2 | 1
O=S(=O)(c1ccc(NCCCO)nc1)N1CCOCC1 | -1 | 0 | / | / | -5 | -13 | / | -0.2 | 2 | 3.0 | -1
COC(=O)C(C(=O)OC)C1C=CCN(C(C)=O)C1 (stereo unspecified) | 9 | 12 | / | / | -5 | 1 | / | -0.5 | -3 | 3.2 | 0

For convenience, part of the list above.
SMILES | PKA-R2B activ | HTR5A inv ctr | AddAB inh | Mot1-301 SUMO | Tat transport | PKA-R1A act | Ecoli viability | CDK5 inh | HTR5A ag | phage Ecoli inh | DAGLB inhibitor
O=C(COC(=O)CC1CCCC1)Nc1ccc(Br)cc1F | -3 | -5 | -2.3 | 10 | 1 | -9 | 0.2 | 2.0 | 1 | 3.0 | -6
O=c1c(-c2ccc(Cl)cc2)cnc2n1CCS2 | -1 | 1 | 3.3 | 0 | 2 | -9 | -0.4 | -1.8 | -1 | 0.3 | -2
COC(=O)CCC(=O)NNC(=O)c1cccc(Cl)c1 | -8 | 0 | 3.0 | -6 | 4 | 3 | 0.5 | 1.2 | -1 | 1.3 | 2
CC(NCC(O)COc1ccccc1)C1COc2ccccc2O1 (stereo unspecified) | 0 | -43 | -1.2 | -9 | 14 | -6 | 0.7 | -0.6 | 12* | 2.8 | 0
CCCCCOc1ccc(OC(=O)c2ccncc2)cc1 | -3 | 8 | 1.0 | 154 | 3 | -2 | -0.8 | -0.1 | -1 | 2.3 | -6
Cc1ccc(NC(=O)c2ccc(OCc3c(C)noc3C)cc2)nc1 | 7 | -17 | 3.4 | -11 | -1 | -1 | 1.8 | 0.7 | 7 | 5.5 | -3
O=C(O)CN1C(=O)CC(c2ccccc2)CC1=O | -7 | -22 | 5.5 | 360 | -2 | 8 | 1.7 | -2.1 | 5 | 2.7 | 2
COc1ccc(C(=O)C2CCCN(C(=O)c3cc(C4CC4)[nH]n3)C2)c(C)c1 (stereo unspecified) | 6 | 6 | 1.4 | -3 | 3 | -5 | -0.6 | 0.4 | -1 | -0.9 | 0

The order is random; 2.3% or so of the library scored in one or more.
